# Kir21 inh = blocks the mouse Kir2.1 inward-rectifier potassium channel. HEK293-Kir2.1, FluxOR thallium flux fluorescence; hits give low values. B-score at 10 µM. actives 0.85% (n = 310,000);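 active means fluorescence ratio B-score at or below minus 3 SD of library scores, with starting-brightness B-score within 2 SD, cut at about -4.2 in these data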;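 further: channel flux triggered by added potassium and thallium sulfate stimulus; B-score of peak minus minimum fluorescence over baseline after thallium stimulus; more negative B-score means stronger Kir2.1 block with less thallium influx; some compounds called inactive have numbers as strong as hits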
# KCNQ2 inh = KCNQ2 channel blockers in CHO-K1 cells – cell-based, FluxOR thallium flux, B-score, primary screen (AID 2156); B-score at 10 µM; actives 1.1% (n = 310,000); 20 min; hits give low values;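 active means fluorescence ratio B-score at most minus 3 library SDs, with starting brightness B-score within 2 library SDs, cut at about -5.5 in these data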
# Target sequence (O88943 whole entry, looked up): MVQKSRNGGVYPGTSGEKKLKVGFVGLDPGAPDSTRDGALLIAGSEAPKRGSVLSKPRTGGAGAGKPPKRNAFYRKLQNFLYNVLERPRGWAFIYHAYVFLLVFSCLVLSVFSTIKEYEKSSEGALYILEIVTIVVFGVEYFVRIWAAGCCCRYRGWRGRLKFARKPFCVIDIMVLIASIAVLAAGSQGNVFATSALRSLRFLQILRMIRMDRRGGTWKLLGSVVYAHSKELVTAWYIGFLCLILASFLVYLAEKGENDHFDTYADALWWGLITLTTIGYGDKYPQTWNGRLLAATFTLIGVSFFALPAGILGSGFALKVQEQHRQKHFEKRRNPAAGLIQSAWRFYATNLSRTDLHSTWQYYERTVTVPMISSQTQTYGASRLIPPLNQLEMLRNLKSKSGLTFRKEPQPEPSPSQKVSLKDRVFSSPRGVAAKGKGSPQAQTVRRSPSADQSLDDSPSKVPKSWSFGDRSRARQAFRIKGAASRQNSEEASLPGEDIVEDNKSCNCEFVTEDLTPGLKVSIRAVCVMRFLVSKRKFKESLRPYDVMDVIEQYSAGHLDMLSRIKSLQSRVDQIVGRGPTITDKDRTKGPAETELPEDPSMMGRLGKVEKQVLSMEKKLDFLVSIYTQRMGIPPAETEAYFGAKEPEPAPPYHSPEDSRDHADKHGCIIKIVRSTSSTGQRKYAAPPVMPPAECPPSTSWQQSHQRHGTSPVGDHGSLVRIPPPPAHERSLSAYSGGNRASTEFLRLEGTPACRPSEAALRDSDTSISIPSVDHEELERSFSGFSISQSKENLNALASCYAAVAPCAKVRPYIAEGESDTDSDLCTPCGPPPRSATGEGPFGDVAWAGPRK
# An asterisk follows results filed as active; i = inactive. Rows are unselected; 1.8% or so of the library scored in one or more.
structure	KCNQ2 inh	Kir21 inh
C/C(=N\NC(=O)c1ccc(O)cc1)c1ccc2c(c1)Nc1ccccc1S2	i	0.74
Cc1nnc(SCC(=O)Nc2ncc3c(n2)CCCC3=O)s1	i	-0.18
CC(=O)NC1C(OCc2ccccc2)OC(CO)C(OC(C)=O)C1OC(C)=O (stereo not drawn)	i	0.23
COc1ccc(/C=C(\C#N)C(=O)OCC(=O)NCc2ccccc2OC)cc1	i	2.5
CC(/C=C/c1ccccc1F)=N\NC(=O)C(C)C	i	-0.4
COC(=O)c1nc(NC(=O)c2ccccc2)n[nH]1	i	0.12
CCOC(=O)c1cc(CC)sc1/N=C/C1C(=O)CC(C)(C)CC1=O	i	-0.24
CCCCn1c(N)c(N(CCC(C)C)C(=O)c2sc3nc4n(c(=O)c3c2C)CCC4)c(=O)[nH]c1=O	i	-0.85
Fc1ccc(F)c(C2=NNC(=Nc3ccccc3F)SC2)c1	i	0.3
COc1cc(CN2CCN(Cc3cn(C)c4ccccc34)CC2CCO)cc(OC)c1 (stereo not drawn)	i	0.83

# Going on with the list.
structure	KCNQ2 inh	Kir21 inh
CCOC(=O)c1c(CN(C)C)oc2cc(CN(C)C)c(O)c(CSc3ccccc3)c12	i	-1.1
COc1ccc([N+](=O)[O-])cc1NC(=O)CSc1nc(C)c(C)c(C)n1	i	-0.23
CCOC(=O)Cc1nnc(NC(=O)CSc2nc3ccccc3[nH]2)s1	i	-0.33
Cc1ccc2cc3cc(C(=O)N4CCN(Cc5ccccc5)CC4)sc3nc2c1	i	-1.4
C/C(=N\NC(=O)CCn1nc(C)cc1C)C(C)(C)C	i	-1.5
Cc1cc(=O)oc(C)c1C(=O)NCC(C)NC(=O)c1c(C)cc(=O)oc1C (stereo not drawn)	i	-0.24
CC(C)OC(=O)Cn1c(=O)oc2ccccc21	i	0.1
CC(=O)Nc1ccc(C(=O)NCCCOC(C)C)cc1	i	1.3
O=C(CCCSc1nc2sc3c(c2c(=O)[nH]1)CCC3)NCCO	i	0.57
CCOC(=O)CN(C)C(=O)CCc1nnc(-c2ccc(-c3ccccc3)cc2)o1	i	1.1

# Other structures:
structure	KCNQ2 inh	Kir21 inh
COC(=O)c1cc(OC)c(OC)cc1NC(=O)c1ccc(OC)cc1	i	0.05
Cc1nn(CC#N)c(=O)n1-c1ccc(Cl)cc1	i	-0.81
O=C(CSc1ccc(-c2cccc([N+](=O)[O-])c2)nn1)N1CCCC1	i	-0.13
CN(C)c1ccc(S(=O)(=O)c2ccc(Cl)cc2)cc1	i	1.9
Cc1cc(C)c(NC(=S)N2CCCC2C(=O)O)c(C)c1 (stereo not drawn)	i	-0.5
COC(=O)CN(c1ccccc1C)S(C)(=O)=O	i	-1.7
CC(=O)Nc1ccc2c(c1)CCCC2	i	0
COc1ccc(Cl)cc1NC(=O)C(C)N1CCN(C/C=C/c2ccccc2)CC1 (stereo not drawn)	i	-0.72
CN(C)S(=O)(=O)c1cccc(CNCC2COc3ccccc3O2)c1 (stereo not drawn)	i	-2.4
O=S(=O)(Nc1ccc(Cl)cc1)c1ccc(N2CCOCC2)c(NC(=S)NC2CC2)c1	i	0.71

# Continued.
structure	KCNQ2 inh	Kir21 inh
CC1(c2nnc(-c3cccc(Cl)c3)o2)CC(c2ccc(C#N)cc2)=NO1 (stereo not drawn)	i	-0.14
C=C1CC2C(=O)N(Cc3cc(OC)ccc3OC)C(C(=O)OCC)(C(=O)OCC)C1N2C(=O)OC(C)(C)C (stereo not drawn)	i	0
Cc1cc(C)nc(NS(=O)(=O)c2ccc(NC(=O)CCC3COc4ccccc4O3)cc2)n1 (stereo not drawn)	i	0.01
Cc1ccccc1NC(=O)c1ccccc1NC(=O)CCC(=O)O	i	1.5
Cc1ccc(CNCC2CCCO2)s1 (stereo not drawn)	i	0.63
COCCn1c(SCC(=O)NCC2CCCO2)nc2c(c1=O)SCC2 (stereo not drawn)	i	-0.08
Cc1ccccc1OCC(=O)OCC(=O)c1ccc(OCc2ccccc2)cc1	i	0.34
O=C(COc1ccccc1Cl)Nc1ccccc1C(=O)Nc1cccc(C(=O)O)c1	i	0.41
COc1ccc(OC)c(/C=C(\C)C(=O)c2c(C)cc(C)[nH]c2=O)c1	i	-0.05
COc1cc(C(=O)Nc2scc(-c3ccccc3)c2C(=O)O)cc(OC)c1OC	i	0.15

# Further structures
structure	KCNQ2 inh	Kir21 inh
COc1ccc(-n2c(-c3ccccc3)nnc2-c2ccc(Cl)cc2)cc1	i	0.04
COc1ccccc1-n1c(CNC(=O)c2cccc([N+](=O)[O-])c2C)n[nH]c1=S	i	-0.21
COCCn1cc(C(=O)c2ccccc2OCC(=O)Nc2cc(C)on2)cc(C#N)c1=O	i	-0.45
CN(C)CCN(Cc1ccccc1)c1ccnc(N(C)C)c1C#N	i	-2.8
CCOC(=O)CC(=O)Nc1ccc(C)cc1	i	1.7
CC(=O)N1c2ccc(S(=O)(=O)N3CCCC(C(=O)NC4CCCC(C)C4C)C3)cc2CC1C (stereo not drawn)	i	-2.1
CCn1c(C(O)c2cccc(OC)c2OC)nc2ccccc21 (stereo not drawn)	i	0.34
C=CCOc1ccc(/C=N/n2cncn2)cc1OC	i	-2.1
Oc1c(Cl)cc(Cl)cc1/C=N/c1nc(-c2ccc(Cl)cc2)cs1	i	1.7
Cc1cc(NS(=O)(=O)c2ccc(NC(=O)COc3ccc(Cl)c(C)c3)cc2)no1	i	1.6

# (continued)
structure	KCNQ2 inh	Kir21 inh
O=C(Nc1ccccc1)n1cc(-c2ccccn2)c(N2CCOCC2)n1	i	0.54
CCOC(=O)c1cccc(OS(=O)(=O)Cc2ccccc2)c1	i	0.08
COc1ccc(CN(C(=O)CNC(=O)c2ccco2)C(C(=O)NCC2CCCO2)c2ccc(OC)c(OC)c2)cc1 (stereo not drawn)	i	1.8
O=C(NCCNc1ccc2ccccc2c1)c1cccn2c(=O)c3sccc3nc12	i	0.02
Cn1c(SCC(=O)NCc2cccs2)nnc1-c1ccncc1	i	0.68
Cc1ccc(NC(=O)C(C)N2CCOCC2)c(C(=O)c2ccccc2)c1 (stereo not drawn)	i	-1.5
O=C(CN1C(=O)CSC1=O)Nc1ccc(F)c(F)c1F	i	-0.18
O=C1CN(C(=O)c2cccc(S(=O)(=O)N3CCCC3)c2)c2ccccc2N1	i	0.16
O=C(CCC(=O)N/N=C/c1ccc(Br)o1)N/N=C/c1ccc(Br)o1	i	1.4
O=C1C=C(NC2CCCCC2)CCC1	i	0.49

# Continued.
structure	KCNQ2 inh	Kir21 inh
CC1(C)C[C@@H](O)CC2(C1)C[C@]1(C)CC(O)[C@H]2C(C)(C)C1 (stereo partly drawn)	i	-0.9
COCCNC(=O)/C(C#N)=C/c1c(N2CCN(c3cccc(Cl)c3)CC2)nc2c(C)cccn2c1=O	i	-0.03
COc1ccccc1N1CCN(C(c2cccs2)C(C)NC(=O)c2ccncc2)CC1 (stereo not drawn)	i	0.16
CC1CN(C(=O)COC(=O)c2c(Cl)cccc2Cl)CC(C)O1 (stereo not drawn)	i	0.13
Cc1ccc(C(=O)NCCN(C)C)cc1C	i	-1.2
COCCN(C(=O)COC(=O)CSc1ccc(Cl)cc1)c1c(N)n(Cc2ccccc2)c(=O)[nH]c1=O	i	0.33
CCN1CCCC1CNC(=O)c1cc2c(-c3ccc(Cl)cc3)nn(C)c2s1 (stereo not drawn)	i	-1.4
CCC(O)c1c(-c2ccccc2)nn(C)c1Cl (stereo not drawn)	i	1
COc1cc(C2C(C#N)=C(N)Oc3n[nH]c(-c4ccncc4)c32)cc(OC)c1OC (stereo not drawn)	i	-0.22
Cc1ccc2c(N)c(C#N)sc2n1	i	0.4

# (cont.)
structure	KCNQ2 inh	Kir21 inh
NC(=O)COC(=O)c1cccc(S(=O)(=O)N2CCCCC2)c1	i	0.1
CN(CCc1ccccc1)c1ccc([N+](=O)[O-])cn1	i	0.3
CN(C)CCNC(=O)/C(=C/c1cccc([N+](=O)[O-])c1)NC(=O)c1ccccc1	i	-1.9
O=C(CSc1nc2ncccc2[nH]1)Nc1ccc2c(c1)OCO2	i	1.1
NS(=O)(=O)c1ccc(-c2ccc(/C=N/NC(=O)c3ccccc3O)o2)cc1	i	-0.62
COc1ccc(C(=O)NNC(=O)CSc2nnc(-c3cccnc3)o2)cc1	i	-1.1
CCOC(=O)c1ccccc1N/C=C1\CCCC1=O	i	-1.8
O=C(CSc1ccccc1)NCc1ccco1	i	-1.9
CC(C)c1cc(C(=O)N2CCCC(Nc3ccc(F)cc3)C2)nc(N)n1 (stereo not drawn)	i	0.27
Clc1ncc(CN2CCN(Cc3ccccc3)CC2)s1	i	-0.64

# (continued)
structure	KCNQ2 inh	Kir21 inh
CCN(CC)C(=O)C1CCCN(Cc2nc(-c3cccs3)no2)C1 (stereo not drawn)	i	0.01
Cc1ccc(NC(=O)c2ccc3c(c2)S(=O)(=O)c2ccccc2C3=O)cc1S(=O)(=O)N1CCOCC1	i	1.7
COc1cc(OC)cc(C(=O)NC2CCSC2=O)c1 (stereo not drawn)	i	-0.12
CC(=O)Nc1ccc(NC(=O)CCn2nnc3ccccc32)cc1	i	-0.21
O=C(NNC(=O)C1C2C=CC(C2)C1C(=O)O)c1ccccc1 (stereo not drawn)	i	-0.17
CCOc1ccc(-c2cc(C(=O)N/N=C/c3cccnc3)c3ccccc3n2)cc1	i	1.1
O=C(Nc1ccccc1)NC1(C(=O)N2CCN(C(=O)c3ccco3)CC2)CCCCC1	i	0.31
O=C(CNC(=O)c1ccc(Cl)cc1Cl)NCC(=O)Nc1ccccc1N1CCOCC1	i	0.24
COc1cc(C(=O)NCC2CCCO2)ccc1OCc1ccccc1Cl (stereo not drawn)	i	0.14
CC(C)C(OC(=O)c1cccs1)C(=O)NCCc1ccccc1 (stereo not drawn)	i	-1.2

# Continued:
structure	KCNQ2 inh	Kir21 inh
CCC1(C)Cc2ccccc2-c2nc3n(c(=O)c21)CCS3 (stereo not drawn)	i	0.2
CN(C(=O)CCCN1CCCC1=O)C1CCCN(Cc2ccccc2F)C1 (stereo not drawn)	i	-0.56
CCOC(=O)C1CCCN(c2nc3ccccc3nc2C(C#N)C(=O)OCCOC)C1 (stereo not drawn)	i	0.48
Cc1cnc(C)c(N2CCN(Cc3nc(-c4ccccc4)no3)CC2)n1	i	1.8
COc1ccc(C(=O)OCC(=O)Nc2cc(C)c(C)cc2[N+](=O)[O-])cc1	i	0.02
COc1ccccc1-c1coc2cc(OC(=O)/C=C/c3ccccc3)ccc2c1=O	i	-0.55
CC(C)CCSc1nc(N2CCOCC2)c2c(c1C#N)CC(C)(C)OC2	-6.5*	-0.01
Cc1cccc(/C=N/n2c(C3CCCCC3)n[nH]c2=S)c1	i	-1.3
COc1cccc(N2CC(=O)Nc3c(oc4nc(-c5ccccc5)cc(C)c34)C2=O)c1	i	0.82
CCCCNC(=O)Cc1ccc(C)cc1	i	-0.55

# (cont.)
structure	KCNQ2 inh	Kir21 inh
CCOC(=O)c1ccc(NC(=O)C2CCN(S(=O)(=O)c3ccccc3)CC2)cc1	i	0.23
CCCn1c(SCC(=O)c2ccc(CC)cc2)n[nH]c1=O	i	-1.3
CC1CC1C(=O)OCC(=O)Nc1ncc(Cl)cc1Cl (stereo not drawn)	i	0.97
Clc1cccc(Cl)c1CSc1nnc2ccccn12	i	-0.33
Cc1ccc(NCc2ccco2)cc1C	i	0
NC(=O)c1nn(-c2ccccc2)nc1NC(=O)CN1CCOCC1	i	0.62
O=c1oc2ccccc2cc1-c1ccc(O)cc1O	i	0.09
CC(CCC(=O)O)C1CC[C@@]2(C)C3C(=O)CC4C(C)(C)C(O)CC[C@]4(C)C3C(=O)C[C@]12C (stereo partly drawn)	i	0.84
COc1ccccc1N1CCN(C(=O)N2CCOCC2)CC1	i	0.03
O=C(CSc1nnnn1-c1ccccc1)Nc1ncc(Cc2cccc(Cl)c2Cl)s1	i	1

# Grouped by structure: the entries above containing a cyano group
structure	KCNQ2 inh	Kir21 inh
COc1ccc(/C=C(\C#N)C(=O)OCC(=O)NCc2ccccc2OC)cc1	i	2.5
Cc1nn(CC#N)c(=O)n1-c1ccc(Cl)cc1	i	-0.81
CC1(c2nnc(-c3cccc(Cl)c3)o2)CC(c2ccc(C#N)cc2)=NO1 (stereo not drawn)	i	-0.14
COCCn1cc(C(=O)c2ccccc2OCC(=O)Nc2cc(C)on2)cc(C#N)c1=O	i	-0.45
CN(C)CCN(Cc1ccccc1)c1ccnc(N(C)C)c1C#N	i	-2.8
COCCNC(=O)/C(C#N)=C/c1c(N2CCN(c3cccc(Cl)c3)CC2)nc2c(C)cccn2c1=O	i	-0.03
COc1cc(C2C(C#N)=C(N)Oc3n[nH]c(-c4ccncc4)c32)cc(OC)c1OC (stereo not drawn)	i	-0.22
Cc1ccc2c(N)c(C#N)sc2n1	i	0.4
CCOC(=O)C1CCCN(c2nc3ccccc3nc2C(C#N)C(=O)OCCOC)C1 (stereo not drawn)	i	0.48
CC(C)CCSc1nc(N2CCOCC2)c2c(c1C#N)CC(C)(C)OC2	-6.5*	-0.01

# Remaining list, next part.
structure	KCNQ2 inh	Kir21 inh
Cc1ccccc1NC(=O)CSc1nc(N)c(C#N)cc1C#N	i	1.3
Cn1c(=O)[nH]c(=O)c2c1nc(N1CCOCC1)n2CC(O)COc1ccccc1 (stereo not drawn)	i	2.5
COc1cc(OC)c(C2CC(=O)N3CN(c4ccccc4)CSC3=C2C#N)cc1OC (stereo not drawn)	i	-0.64
COC(=O)n1c(=O)oc2ccc(S(=O)(=O)N3CCCCC3)cc21	i	1
Cc1sc(NC(=O)COc2cccc(-n3cnnn3)c2)c(C#N)c1C	i	-2
O=C(CSc1nnc(-c2ccncc2)o1)NC1CCCCC1	i	0.02
Cc1cc([N+](=O)[O-])ccc1NC(=O)Nc1ccccc1F	i	-0.1
CCOc1nc(NCCN2CCOCC2)nc(NC(C)C)n1	i	0.8
